Screening results (PubChem)
NPR1 activator = GC-A stimulated cGMP production enhancers – HEK293 GC-A cells, cGMP TR-FRET, EC30 ANP, primary screen; activation, % at 10 µM; Atrial natriuretic peptide receptor 1 (Homo sapiens), P16066; 0% at EC30 ANP, 100% saturating ANP; 0.14% of 370,000 active; in the data active means activation above about 40%
NPR2 activator = human GC-B receptor activators, primary screen, HEK293 GC-B cells, cGMP TR-FRET, EC30 CNP; Atrial natriuretic peptide receptor 2 (Homo sapiens), P20594; activation, % at 10 µM; 0% at EC30 CNP, 100% saturating CNP; 0.11% of 370,000 active;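 active means activation at 10 µM reaching about 35% in either raw or pattern-adjusted values, limit read from the data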
hgDAF-12 ag = H. glycines DAF-12 receptor agonists, primary screen, cell-based, luminescence, HEK293, GAL4 fusion, UAS-luciferase | Nuclear hormone receptor DAF-12 (Heterodera glycines), GAL4 fusion | HEK293 GAL4-hgDAF12 UAS-luciferase reporter, agonist luminescence; normalized to butyrate control | 1.8% of 370,000 active | activation, % at 6.8 µM;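 active means activation above a cutoff set at the mean of all screened compounds plus 3 SD, cut at about 10% in these data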;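 further: 0% = DMSO wells and 100% = sodium butyrate wells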
hcDAF12 agonist = H. contortus DAF-12 nuclear receptor activators, primary screen, cell-based, luminescence, HEK293, lit1-tk-luc reporter. activation, % at 6.8 µM. HEK293 hcDAF-12 lit1-tk-luc reporter; 0% DMSO, 100% Δ7-dafachronic acid. 1.4% of 370,000 active. AID 652067, 2013;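 active means activation above the mean of all tested compounds plus 3 SD, cut at about 5.5% in these data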;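 further: 100% = response to 3 µM Δ7-dafachronic acid high control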
SMARCA2 act = SMARCA2 (BRM) function activators, primary screen, cell-based, luminescence, high throughput. 1% of 370,000 active. AID 652017, 2013. activation, % at 9.1 µM. MG213 cells, MMTV-luciferase reporter, dexamethasone, overnight; in the data active means activation above about 7.8%;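 further: 0% = vehicle wells and 100% = reference activator wells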
DAX1 inh-1 = DAX1 (NR0B1) inhibitors, primary screen, cell-based, HEK293, Gal4-DAX1, luciferase luminescence; Nuclear receptor subfamily 0 group B member 1 (Homo sapiens), P51843; 0.99% of 340,000 active; HEK293 Gal4-DAX1 luciferase reporter; inhibition, % at 6.75 µM; AID 504766, 2011;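 active means inhibition above the mean over all tested compounds plus 3 SD, cut at about 4.2% in these data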;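 further: 0% = DAX1-transfected cells with DMSO and 100% = empty-vector control cells with DMSO; inhibition shows as a rise in luminescence from relieved DAX1 repression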
Target sequence (P51843 207-470 limits assumed): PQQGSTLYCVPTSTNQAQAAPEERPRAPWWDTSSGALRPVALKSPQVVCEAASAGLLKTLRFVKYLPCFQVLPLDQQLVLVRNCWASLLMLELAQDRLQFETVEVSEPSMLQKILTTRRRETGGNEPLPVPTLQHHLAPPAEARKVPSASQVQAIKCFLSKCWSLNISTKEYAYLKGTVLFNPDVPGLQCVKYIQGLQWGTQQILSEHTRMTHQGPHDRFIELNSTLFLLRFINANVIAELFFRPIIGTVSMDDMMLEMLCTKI
ssDAF12 agonist = S. stercoralis DAF-12 nuclear receptor activators, primary screen, cell-based, luminescence, HEK293, GRIP1 co-expression, lit1-tk-luc | Nuclear hormone receptor DAF-12 (Strongyloides stercoralis) | 1% of 370,000 active | activation, % at 6.8 µM | AID 652126, 2013 | HEK293 ssDAF-12/GRIP1 lit1-tk-luc reporter; % of 3 µM dafachronic acid response;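 active means activation above the mean over all tested compounds plus 3 SD, cut at about 0.9% in these data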;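 further: 0% = DMSO-only wells and 100% = 3 µM delta7-dafachronic acid wells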
FXN GAA850 act = FXN promoter activators, primary screen, cell-based, luciferase luminescence, HEK293 lucGAA850. activation, % at 6 µM. HEK293 lucGAA850 FXN promoter luciferase reporter, 24 h; percent of 10 µM SAHA response. 0.56% of 360,000 active;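 active means activation above the average of all compounds screened plus 3 SD, cutoff fixed separately per campaign, cut at about 7.5% in these data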;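 further: 0% = DMSO wells and 100% = 10 µM SAHA wells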
proKLK7 act = proKLK7 zymogen activators, primary screen, biochemical, fluorescence intensity; Kallikrein-7 (Homo sapiens), P49862; purified proKLK7, EDANS-DABCYL substrate fluorescence; 100% is mature enzyme control, 0% vehicle; activation, % at 7 µM; 0.9% of 370,000 active;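 active means activation above the mean of all tested compounds plus 3 SD, computed per campaign excluding outliers beyond control limits, cut at about 13% in these data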
Target sequence (P49862 whole entry, looked up): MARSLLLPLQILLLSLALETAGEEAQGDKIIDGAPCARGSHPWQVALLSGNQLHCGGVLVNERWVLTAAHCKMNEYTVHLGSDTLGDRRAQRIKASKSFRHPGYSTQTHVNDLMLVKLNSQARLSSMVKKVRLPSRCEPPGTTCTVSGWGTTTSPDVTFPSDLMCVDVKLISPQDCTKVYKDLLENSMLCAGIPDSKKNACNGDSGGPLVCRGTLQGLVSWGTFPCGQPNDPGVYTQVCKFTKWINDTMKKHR
HGIII-sPLA2 inh = human group III sPLA2 inhibitors, primary screen, biochemical, QFRET, BODIPY PC-A2 liposome substrate; Group 3 secretory phospholipase A2 (Homo sapiens), Q9NZ20; QFRET BODIPY PC-A2 liposome hydrolysis, fluorescence; inhibition, % at 12.2 µM; 0.56% of 370,000 active;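 active means inhibition above mean plus 3 SD of compounds lying within the high and low control bounds, cut at about 19% in these data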;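 further: 0% = median of test compound wells and 100% = no enzyme DMSO wells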
Target sequence (Q9NZ20 whole entry, looked up): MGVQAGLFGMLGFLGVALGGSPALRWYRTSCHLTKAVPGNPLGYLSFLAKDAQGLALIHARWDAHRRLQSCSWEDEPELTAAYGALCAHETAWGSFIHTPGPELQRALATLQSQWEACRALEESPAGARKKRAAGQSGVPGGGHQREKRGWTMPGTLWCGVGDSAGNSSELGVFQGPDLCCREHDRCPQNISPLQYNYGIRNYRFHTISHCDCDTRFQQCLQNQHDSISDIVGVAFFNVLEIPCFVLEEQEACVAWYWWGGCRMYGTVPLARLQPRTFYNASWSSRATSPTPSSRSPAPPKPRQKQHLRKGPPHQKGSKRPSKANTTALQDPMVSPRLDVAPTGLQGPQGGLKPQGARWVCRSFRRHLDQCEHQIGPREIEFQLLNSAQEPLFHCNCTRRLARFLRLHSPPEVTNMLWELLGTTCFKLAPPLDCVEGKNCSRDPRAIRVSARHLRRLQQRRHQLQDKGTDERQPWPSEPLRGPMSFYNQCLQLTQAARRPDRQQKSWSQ
DAX1 inh-2 = DAX1 (NR0B1) inhibitors on StAR promoter, primary screen, cell-based, luminescence, SF-1 (NR5A1), full-length DAX-1 | AID 652010, 2013 | HEK293T StAR-luciferase reporter, SF-1/DAX-1 repression relief | inhibition, % at 6.8 µM | 1.1% of 370,000 active;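 active means inhibition above the mean over all tested compounds plus 3 SD, cut at about 3.6% in these data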;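 further: 0% = DAX-1 cells with DMSO and 100% = cells lacking DAX-1 with DMSO; higher inhibition means more luminescence from relief of DAX-1 repression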
Numbers without * were called inactive; . = no result given.

SMILES	NPR1 activator	NPR2 activator	hgDAF-12 ag	hcDAF12 agonist	SMARCA2 act	DAX1 inh-1	ssDAF12 agonist	FXN GAA850 act	proKLK7 act	HGIII-sPLA2 inh	DAX1 inh-2
Cc1ccc(CNC(=O)CNC(=O)c2ccco2)cc1	0.3	9.2	0.6	2.5	1.0	1.2	-0.6	3.2	-0.3	-3.6	0.1
O=C(NCCc1ccccc1F)N[C@@H](Cc1ccccc1)C(=O)O	-1.4	1.7	-0.7	-1.8	0.7	0.7	-1.0	-0.4	0.5	-2.8	0.1
COc1ccc(N(C(=O)Cn2nnc3ccccc32)C(C(=O)NCc2ccco2)c2ccncc2)cc1 (stereo unspecified)	1.9	-1.4	0.1	2.2	-2.9	-0.5	-1.0	-2.1	0.4	-11.0	0.1
CS(=O)(=O)N(CC(=O)NCc1ccc2c(c1)OCO2)Cc1ccccc1	0.6	-1.0	-2.0	0.0	-1.3	0.1	-1.4	-2.8	-0.8	5.0	-0.6
CC(=O)Nc1cccc(N2C(=O)CC(N3CCC(C(=O)N4CCCCC4)CC3)C2=O)c1 (stereo unspecified)	0.4	2.3	-0.6	0.7	1.3	0.6	-1.2	1.3	0.0	1.6	1.1
COCCCNC(=O)Cn1cc2c(n1)CCC(C)C2 (stereo unspecified)	2.7	3.2	1.7	-1.7	3.1	2.6	-0.6	3.0	0.2	6.1	0.6
C[C@@H]1COc2cc(N3CCC[C@@H]3CO)ccc2S(=O)(=O)N1	-0.5	-3.0	0.2	-0.5	-1.0	.	-0.9	.	-0.6	6.3	1.6
O=C(O)c1cccc(S(=O)(=O)N2CCN(c3ccccn3)CC2)c1	7.6	11.8	1.0	-0.4	-0.4	1.1	-0.9	1.2	-0.2	-2.3	0.6
CCCCc1ccc(S(=O)(=O)NC(=O)C2(C)CCN2C(=O)CCc2cccs2)cc1 (stereo unspecified)	3.8	9.0	1.3	2.3	-5.1	.	-0.8	-0.6	0.4	-20.2	2.1
O=C(Nc1nc2c(s1)CCCC2)c1cccc(S(=O)(=O)N2CCCc3ccccc32)c1	-0.7	-0.8	2.9	1.9	2.5	0.6	-1.3	1.9	-1.2	1.5	0.7
Cc1cc2ncc(-c3cccc(Cl)c3)cn2n1	1.2	-9.5	9.6	4.4	-3.0	0.1	-1.0	2.1	0.1	10.1	0.3
NCCCCCc1nnc(SCc2ccc(Cl)c(Cl)c2)o1	-10.7	-16.6	-1.9	-1.1	-0.1	-0.8	-0.8	-3.4	0.2	6.8	-0.9
CCOc1ccc(S(=O)(=O)N2CCCC(C(=O)N3CCOCC3)C2)cc1C (stereo unspecified)	-1.5	6.0	-0.4	-1.0	-2.1	-0.5	-0.7	-0.7	0.4	1.1	-1.8
COC(=O)c1cc2c(ccn2-c2ccc(F)cc2)n1CC(C)C	-4.8	-2.5	-1.9	-2.7	-2.8	0.0	-1.1	1.5	-1.3	-4.9	-1.1
CCOc1ccc2[nH]c(=O)c(C(c3nnnn3C3CCCCC3)N3CCN(CC)CC3)cc2c1 (stereo unspecified)	0.6	5.9	0.6	0.3	-0.6	1.4	-0.7	-2.1	10.3	-6.4	0.7
CC(C)=NN/C(N)=N/C(=S)Nc1ccc(C)cc1	1.4	5.2	1.6	-1.6	4.6	-0.5	-0.6	-2.2	-0.3	-5.1	0.9
O=S(=O)(c1ccc(Br)cc1F)N1CCC(O)CC1	1.1	0.3	-1.3	-0.7	2.5	-0.6	0.3	1.0	0.1	1.3	-0.1
CCCCn1c(N)c(N(CC)C(=O)CCNC(=O)c2ccc(Cl)cc2)c(=O)[nH]c1=O	0.9	4.4	-1.8	-1.0	-3.0	1.9	-0.7	1.5	0.1	10.4	-0.3
COc1ccc(NC(=O)Nc2ccc3c(c2)C(=O)N([C@H](C)CO)C[C@H](C)[C@@H](CN(C)C(=O)Nc2ccccc2)O3)cc1	2.0	-2.2	2.0	-2.2	-2.0	1.2	-0.9	-1.4	-0.4	-5.4	-0.3
CCCOC(=O)CSC1=C(C#N)C(c2ccccc2OC)C(C#N)C(=O)N1 (stereo unspecified)	1.2	3.1	-0.3	-0.4	-3.0	0.5	-1.1	0.7	0.8	-9.4	0.5
COc1cc(/C=C/C(=O)OCC(=O)NC2CC2)cc(OC)c1OC	1.8	0.8	-1.5	0.9	-4.0	0.6	-0.4	2.9	1.5	13.4	0.1
C=CCNc1nc(N2CCCCC2)c(C#N)c2c1CN(Cc1ccccc1)CC2	17.4	1.8	-0.3	-0.4	0.4	0.2	-1.2	1.1	-5.4	7.8	-0.4
COc1ccc(C2Nc3ccccc3C(=O)N2NS(C)(=O)=O)cc1 (stereo unspecified)	-2.8	-5.8	-2.2	-1.7	-1.9	0.6	-1.4	2.4	61.3*	-5.5	-0.7
COc1ccc(-c2sc3cc4c(cc3c2C#CC2(N)CCCCC2)OCO4)cc1	-1.4	-16.8	-0.8	-0.1	1.9	3.5	-0.7	0.5	-3.0	7.2	-0.1
CCOC1(OCC)OC(c2ccccc2)=C(C#N)C(C=Cc2ccccc2)C1(OCC)OCC (stereo unspecified)	-2.9	3.5	0.8	-1.8	-0.5	2.5	-1.2	-1.8	0.0	-16.5	-1.5
COc1ccc(CCCC(=O)NC2CCCCC2C)c(C)c1 (stereo unspecified)	3.6	-0.7	1.1	-2.0	-2.4	0.8	-1.1	-4.9	0.0	-0.2	-0.2
O=c1nc2s/c(=C\c3ccc(-c4ccccc4[N+](=O)[O-])o3)c(=O)n2nc1-c1ccccc1	-5.7	-2.1	3.3	6.9*	-1.1	0.1	-0.4	-0.3	-1.0	-8.4	0.2
N#CC(c1ccccc1)N(CCCCl)C(=O)c1ccccc1 (stereo unspecified)	-4.7	-2.1	-0.9	0.0	0.0	-1.9	-1.3	3.7	0.1	15.3	-0.1
C=CCNC(=S)N/N=C(\C)c1ccc(OC)cc1	7.7	-4.2	-1.0	-0.9	-3.1	-0.9	-1.2	0.9	0.1	7.9	-0.5
O=C(c1ccccc1)N1CCN(c2ncnc3c2cnn3-c2ccccc2)CC1	-3.9	-1.7	2.1	-0.2	-0.5	0.1	-0.6	-2.0	0.9	-1.5	-1.1
CCOc1ccc(NC(=O)CC2CC(C)(C)OC2=O)cc1 (stereo unspecified)	-1.6	2.7	-0.8	-1.6	-1.6	0.1	-1.0	1.3	-0.5	0.1	-0.5
CC(NC(=O)Nn1cnnc1)(C(F)(F)F)C(F)(F)F	2.8	-1.8	0.2	1.7	1.2	0.2	-1.7	-1.4	0.3	-0.4	0.1
COc1ccc2ccccc2c1/C=N/Nc1cccc(C(=O)O)c1	3.3	-3.2	2.7	1.2	1.0	0.8	-0.1	4.3	0.5	-5.3	0.4
Cc1oc(-c2ccccc2Cl)[n+]([O-])c1C	-0.4	2.0	-2.7	-1.0	2.5	-0.3	-0.6	0.9	0.2	9.9	0.0
Cc1nnc(NC(=O)CSc2nnc3scc(-c4ccc(C)c(C)c4)n23)s1	2.0	7.1	0.7	-1.1	1.6	1.0	0.0	-1.7	0.1	-2.0	0.0
CC(=O)Nc1nc(CC(C)C)cc2c1c(=O)oc1ccccc12	5.6	2.2	2.5	4.1	-0.3	1.2	-0.5	0.4	-0.5	9.6	0.6
CCc1nn(CC(=O)NC(C)CCc2ccccc2)c(=O)c2cc3occc3n12 (stereo unspecified)	-0.9	0.1	2.7	-1.9	0.2	0.8	-1.4	1.1	0.2	2.5	0.0
Cc1ccc(CN2CC(C(=O)O)CC2=O)cc1 (stereo unspecified)	2.6	2.0	0.8	-1.9	0.9	1.4	-1.1	0.0	-0.2	3.4	-0.3
CN1CCN(C(=O)CN(C)S(=O)(=O)c2ccc3ccccc3c2)CC1	-6.0	2.5	1.6	-0.6	-1.1	.	-1.6	0.5	-0.4	-1.9	0.0
O=C(CCN1C(=O)/C(=C/c2ccccc2F)SC1=S)Nc1cccnc1	-7.6	-4.0	-3.4	2.5	-1.5	-0.1	-0.8	0.9	-0.2	-3.1	0.8
COc1cc(C(=O)Nc2sc3c(c2C#N)CCN(C(C)=O)C3)cc(OC)c1OC	4.0	0.1	0.5	-0.7	-3.4	0.0	-1.4	-2.2	0.1	2.0	-1.6
O=C(CN1CCN(Cc2ccccc2)CC1)Nc1ccc(Cl)cn1	1.0	-0.7	-0.4	-0.8	0.0	-1.3	-0.7	1.1	-0.4	-1.5	-0.4
CCOc1cc(-c2conc2N)cc(OCC)c1OCC	-2.4	-5.7	4.7	-0.7	-1.8	0.0	-1.2	-6.4	0.5	-6.6	-0.2
CN1CCN(C(=O)c2cccc(-c3ccc4nncn4c3)c2)CC1	1.2	5.2	0.3	0.6	-1.0	.	-2.0	2.0	-0.8	1.7	0.0
Cc1cccc(C(=O)OCC(=O)Nc2ccc3c(c2)OCCO3)c1	-2.8	-3.0	1.7	0.1	3.2	0.3	-1.1	0.2	0.6	-3.4	-1.0
COC(=O)c1cccc(Nc2nc(-c3cccnc3)nc3ccccc23)c1	-3.1	-2.0	-2.6	-4.1	-2.6	-3.4	-1.2	-4.3	-19.6	-8.0	-1.0
Cc1c(C)c2ccc(OC(C)C(=O)NCCCN3CCOCC3)c(C)c2oc1=O (stereo unspecified)	0.0	3.9	-2.2	-0.1	-0.3	0.4	-1.2	3.6	1.7	-5.7	0.4
Cc1nc(NCCc2ccccc2)sc1C(=O)O	-1.8	1.8	3.6	-3.1	-2.6	-0.8	-0.3	3.9	-0.6	-3.6	0.3
Cc1[nH]c(=S)c(C#N)c(C)c1Cc1ccccc1	1.1	6.4	-1.2	1.4	-0.4	.	-2.0	0.6	1.1	15.7	0.1
COc1ccccc1Cc1c(-c2ccc(F)cc2)nc2ccc(Br)cn12	-2.4	4.2	7.8	3.0	2.7	.	1.3*	.	0.2	-18.4	0.3
O=C1NCCCC1C(=O)N/N=C/c1ccc([N+](=O)[O-])cc1 (stereo unspecified)	1.6	2.5	-2.6	-0.9	0.8	.	-1.6	1.0	-0.4	8.1	0.0
COc1ccc(S(=O)(=O)N2CCOCC2)c(Cl)c1Cl	0.5	2.0	-1.0	-2.2	0.3	1.3	-1.6	4.7	-0.6	-4.0	0.2
COc1ccc(Cl)cc1C(=O)Nc1cccc2ncccc12	0.0	1.3	-0.5	-1.9	-2.2	-0.3	-2.0	0.8	0.7	3.2	-0.3
